Screens deposited in PubChem by Sanford-Burnham Center for Chemical Genomics.
SENP6 inh – blocks the human protease SENP6; Q9GZR1; Recombinant SENP6 catalytic domain, aminoluciferin luminescence; inhibition, % at 10 µM; 330,000 tested, 1.8% active;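 active = inhibition above about 50% at the single tested dose, limit read from the data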;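 note: plate controls were DMSO wells with enzyme for no effect and DMSO wells lacking enzyme for full effect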
Target sequence (Q9GZR1 628-1112 limits assumed): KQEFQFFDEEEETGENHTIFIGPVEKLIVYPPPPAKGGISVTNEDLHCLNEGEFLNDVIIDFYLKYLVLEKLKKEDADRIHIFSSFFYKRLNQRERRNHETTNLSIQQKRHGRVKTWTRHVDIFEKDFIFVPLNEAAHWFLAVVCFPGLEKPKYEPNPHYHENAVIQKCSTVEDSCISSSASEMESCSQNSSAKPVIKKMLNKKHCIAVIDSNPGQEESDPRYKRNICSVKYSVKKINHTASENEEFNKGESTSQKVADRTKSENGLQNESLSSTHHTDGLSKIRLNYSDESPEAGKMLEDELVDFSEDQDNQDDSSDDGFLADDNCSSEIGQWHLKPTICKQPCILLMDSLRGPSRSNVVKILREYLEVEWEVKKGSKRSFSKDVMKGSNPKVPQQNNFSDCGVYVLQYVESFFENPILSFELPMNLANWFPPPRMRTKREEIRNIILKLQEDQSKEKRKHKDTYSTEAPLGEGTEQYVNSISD
HKDC1 inhibitor – blocks human hexokinase HKDC1 activity | Q2TB90 | recombinant HKDC1, G6PDH/diaphorase resazurin coupled fluorescence | inhibition, % at 20 µM | 340,000 tested, 0.16% active;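 active = inhibition above about 35% when tested at 20 µM, limit read from the data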;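 note: plate controls were DMSO wells with enzyme for no effect and DMSO wells lacking enzyme for full effect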
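Incubation: 90 min at room temperature in dark / Material: recombinant HKDC1 (HK5) hexokinase enzyme, produced in-house / Quantity: enzyme 5 µg/mL final / Compound: one dose of 20 µM, 1% DMSO / Reagent: glucose and ATP substrates / Buffer or medium: Tris pH 8.0 buffer with MgCl2, Tween-20, BSA, BME / Technique: resorufin fluorescence at 613 nm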
PfG6PD inh – PfG6PD (Plasmodium falciparum) enzyme inhibition | PfGluPho enzyme, NADPH resazurin-diaphorase fluorescence | inhibition, % at 20 µM | 350,000 tested, 0.78% active;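 active = inhibition reaching at least a set limit at 20 µM in the primary screen, cut at about 59% in these data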;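 note: 0% = DMSO wells with substrate and 100% = DMSO wells lacking glucose-6-phosphate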
NALP3 yeast inh – blocks the NALP3 inflammasome reconstituted in yeast. Yeast reconstituted NLRP3/ASC/caspase-1, beta-gal luminescence, 24 h. inhibition, % at 10 µM. 330,000 tested, 0.39% active;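 active = inhibition of 50% or more; inactive = inhibition below 50%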;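 note: plate controls were induced DMSO wells for no effect and uninduced yeast grown without galactose for full effect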
SENP8 block-1 – inhibitors of human SENP8 protease | inhibition, % at 10 µM | Q96LD8 | purified SENP8, Z-RLRGG-aminoluciferin cleavage, luminescence | AID 2540 | 330,000 tested, 1.2% active; in the data active = inhibition above about 50%
Target sequence (Q96LD8 whole entry, looked up): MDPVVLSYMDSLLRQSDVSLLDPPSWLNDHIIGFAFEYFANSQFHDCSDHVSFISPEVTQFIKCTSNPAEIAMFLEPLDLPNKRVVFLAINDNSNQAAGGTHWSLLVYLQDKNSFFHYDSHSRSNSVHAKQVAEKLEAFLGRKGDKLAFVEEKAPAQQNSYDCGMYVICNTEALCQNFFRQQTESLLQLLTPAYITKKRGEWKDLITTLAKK
SENP1 FRET inh – SENP1 (human) catalytic domain inhibition | Q9P0U3 | recombinant SENP1 catalytic domain, CyPet-SUMO1-YPet FRET cleavage | inhibition, % at 10 µM | 360,000 tested, 0.21% active;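 active = inhibition at least 30% at 10 µM, raw YFP signal under a set limit, fluorescence ratio 0.5 to 1.5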;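 note: 0% = enzyme with DMSO and 100% = no enzyme wells; some results filed as inactive read as strong as hits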
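Material – human SENP1 catalytic domain · Input – SENP1 enzyme, 20 pM final · Compound dosing – single concentration of 10 µM compound, 0.5% DMSO final · Timing – enzyme reaction for 50 min at room temperature, dark · Measured by – FRET fluorescence in CFP and YFP emission channels · Control set – no-enzyme wells low, DMSO-plus-enzyme wells high control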
Apaf1 inhib – inhibitors of human Apaf-1 apoptosome; inhibition, % at 20 µM; AID 489030; reconstituted apoptosome caspase-3 activity, DEVD-Rh110 fluorescence; 330,000 tested, 0.71% active; active = inhibition of at least 40% at 20 µM;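 note: plate controls were DMSO wells for no effect and DEVD-CHO caspase inhibitor wells for full effect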
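Material: reconstituted apoptosome with Apaf-1, cytochrome c, caspase-9, procaspase-3, dATP; medium: pH 7.5 Hepes buffer with CHAPS, BSA, DTT; also added: cytochrome c and DEVD-Rh110 substrate; timing: 30 min plus 50 min, RT; signal: Rh110 fluorescence intensity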
SENP7 block – blocks the human protease SENP7. Q9BQF6. recombinant SENP7, Z-RLRGG-aminoluciferin luminescence, 40 min. inhibition, % at 5 µM. 330,000 tested, 1.5% active. AID 434973;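 active = inhibition above about 50% at the single test dose, limit read from the data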;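 note: plate controls were DMSO with enzyme for no effect and no enzyme buffer wells for full effect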
Target sequence (Q9BQF6 706-1050 limits assumed): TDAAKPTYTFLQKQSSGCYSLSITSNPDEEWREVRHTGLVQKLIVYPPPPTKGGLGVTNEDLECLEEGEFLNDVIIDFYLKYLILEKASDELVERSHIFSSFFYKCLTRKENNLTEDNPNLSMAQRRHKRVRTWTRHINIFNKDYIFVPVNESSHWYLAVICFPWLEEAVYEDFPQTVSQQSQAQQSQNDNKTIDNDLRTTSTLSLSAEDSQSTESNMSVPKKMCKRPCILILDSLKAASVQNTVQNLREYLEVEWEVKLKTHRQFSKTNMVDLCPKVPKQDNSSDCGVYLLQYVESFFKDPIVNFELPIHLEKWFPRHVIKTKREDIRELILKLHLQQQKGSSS
SENP8 block-2 – SENP8 (human) protease inhibition; 360,000 tested, 0.64% active; recombinant SENP8, Nedd8 substrate fluorescence; Q96LD8; AID 602440; inhibition, % at 20 µM; in the data active = inhibition mostly above about 40%, no sharp cut-off; inactive = mostly below about 27%
An asterisk follows results filed as active; / = no result given.

(1) CC1=NN(c2ccccc2)C(=O)C1N=Nc1ccc(C)cc1 (stereo unspecified)
(2) CCOc1ccc(-c2nnc3ccc(SCC(=O)Nc4nc5ccccc5s4)nn23)cc1
(3) O=S(=O)(c1ccc2nc(COc3ccc(Cl)cc3Cl)[nH]c2c1)N1CCOCC1
(4) O=[N+]([O-])c1ccc(O)c(Nc2ncnc3ccccc23)c1
(5) O=C(C1=NN(c2ccccc2)C2C(=O)N(c3ccccc3Cl)C(=O)C12)c1ccccc1 (stereo unspecified)
(6) CCn1cc(C(=O)Nc2ccc(F)c(F)c2)cn1
(7) COc1ccc(OC)c(CN2CCN(C(=O)CN3C(=O)NC4(CCCC4)C3=O)CC2)c1
(8) O=C(CSc1ccc(Cl)cc1)N/N=C/c1ccc([N+](=O)[O-])o1

compound no.	1	2	3	4	5	6	7	8
Apaf1 inhib	-9	25	14	-14	/	10	-6	9
SENP1 FRET inh	/	-2	0	8	-26	1	1	-8
HKDC1 inhibitor	/	16	-2	3	16	0	-1	10
SENP8 block-2	/	-111	-1	16	-70	13	8	25
NALP3 yeast inh	-1	7	11	25	/	8	11	8
SENP7 block	3	4	-7	19	/	11	12	9
PfG6PD inh	/	1	-10	-4	-33	-7	-6	110*
SENP6 inh	4	-16	-15	-36	/	21	1	18
SENP8 block-1	-2	-11	-8	-13	/	2	-5	4

(9) Cn1c(-c2ccc3ccccc3n2)[n+](C)c2ccccc21
(10) CCOC(=O)Nc1ccc2c(c1)N(C(=O)CN(C)C)c1ccccc1CC2
(11) Cc1nc([N+](=O)[O-])cn1-c1nc2ccccn2c1[N+](=O)[O-]
(12) CC1C(=O)N2CCCc3cc(NC(=O)C(=O)NCc4ccccn4)cc1c32 (stereo unspecified)
(13) Cc1sc2nc(SCc3ccc(C(=O)O)cc3)n(Cc3ccco3)c(=O)c2c1C
(14) Cn1cnc(S(=O)(=O)Nc2ccc(OC(F)F)cc2)c1
(15) O=C(CSc1ncn[nH]1)Nc1ccc2c(c1)CCC2
(16) COc1ccc(CNC(=O)CN(C)S(=O)(=O)c2ccc3c(c2)n(C)c(=O)c(=O)n3C)cc1

compound no.	9	10	11	12	13	14	15	16
Apaf1 inhib	-19	0	-5	5	-3	2	13	-4
SENP1 FRET inh	3	1	-2	2	0	1	1	0
HKDC1 inhibitor	1	6	3	-4	-2	-2	-4	3
SENP8 block-2	-25	3	13	8	8	7	2	-38
NALP3 yeast inh	2	10	8	6	2	8	14	18
SENP7 block	0	4	0	8	4	-8	-5	-2
PfG6PD inh	4	-33	-8	-3	-28	-23	-19	-10
SENP6 inh	-4	7	-5	-22	5	-13	-4	9
SENP8 block-1	1	7	7	-12	4	-15	-2	0

(17) CCc1ccccc1N1C(=O)C2CC=CCC2C1=O (stereo unspecified)
(18) COc1ccc(CCNC(=O)c2cc(=O)c3ccc(C)cc3o2)cc1OC
(19) CCOCCCNC(=S)N1CCCN(c2nc3cc(C)c(C)cc3cc2C#N)CC1
(20) Clc1ccccc1C1=Nn2c(nnc2-c2ccncc2)SC1
(21) COc1cc(-n2c(=O)c3ccccc3n(Cc3cccnc3)c2=O)cc(OC)c1OC
(22) COC(=O)c1ccc(C(=O)OC)nc1
(23) CN1C(=O)C(CC(=O)Nc2ccc3c(c2)Cc2ccccc2-3)N(C)C1=O (stereo unspecified)
(24) Cc1nnc(SCc2cccc(CSc3nnc(C)s3)c2)s1

compound no.	17	18	19	20	21	22	23	24
Apaf1 inhib	-6	3	29	/	1	-3	2	12
SENP1 FRET inh	8	1	-38	1	2	-3	1	-1
HKDC1 inhibitor	-10	2	0	3	-1	-4	-8	-7
SENP8 block-2	18	18	-356	14	19	-12	9	16
NALP3 yeast inh	-23	0	0	/	5	20	5	8
SENP7 block	0	0	13	/	0	3	2	-9
PfG6PD inh	-6	5	20	-2	-11	-1	2	-4
SENP6 inh	-11	5	7	/	9	-16	-17	-20
SENP8 block-1	-9	-2	-12	/	-4	4	-6	-13

(25) CN(CC(=O)Nc1ccccc1Br)C(=O)CN(C)C1CCCCC1
(26) COCCCNC(=O)CN1CCN(Cc2ccccc2Cl)C1=O
(27) CCC(C)N(C(=O)COC(=O)CNC(=O)c1ccccc1F)C1CCS(=O)(=O)C1 (stereo unspecified)
(28) O=C(CCc1ccccc1)NCC(=O)N/N=C/c1ccc2c(c1)OCO2
(29) O=C(O)Cn1c(=O)c2c3c(sc2n(Cc2ccccc2F)c1=O)CCCC3
(30) O=C(COC(=O)Cc1ccccc1F)NC(=O)NC1CCCC1
(31) O=C(C1CC(Cl)CN1S(=O)(=O)c1ccc(Cl)cc1)N1CCOCC1 (stereo unspecified)
(32) CC1=C(C(=O)OC2CCCCCCC2)C(c2cccc(O)c2)NC(=O)N1 (stereo unspecified)

compound no.	25	26	27	28	29	30	31	32
Apaf1 inhib	3	4	-8	8	2	4	-7	12
SENP1 FRET inh	4	2	0	1	2	5	1	1
HKDC1 inhibitor	-5	-6	3	-9	-2	-5	-7	1
SENP8 block-2	13	6	8	2	15	11	4	13
NALP3 yeast inh	10	15	18	3	8	9	-5	9
SENP7 block	-1	12	-6	1	2	-7	6	4
PfG6PD inh	-13	7	-17	2	-2	3	-2	11
SENP6 inh	-4	-5	-7	-30	-25	-11	-4	-8
SENP8 block-1	-14	1	-2	-5	1	-13	-4	1

(33) COCCN(CC(=O)Nc1cccc(C)c1C)C(=O)C1(c2ccc(Cl)cc2)CCC1
(34) Cc1cc(SCC(=O)N/N=C/c2cccnc2)nc2c(C)cccc12
(35) CC(C#N)Sc1nc2ccccc2c(=O)n1-c1ccccc1 (stereo unspecified)
(36) Cc1nn(CCCC(=O)NCCc2ccccc2)c(C)c1[N+](=O)[O-]
(37) CC(C)(C)NC(=O)c1cc(-c2ccccc2)n[nH]1
(38) COC(=O)c1ccc(CSc2nnc(-c3c[nH]c4ccccc34)n2-c2ccccc2)cc1
(39) Cc1cc(C)n(C(C)Sc2ccccc2)n1 (stereo unspecified)
(40) O=C(CNC(=O)C1CCCCC1)OC(C(=O)c1ccccc1)c1ccccc1 (stereo unspecified)

compound no.	33	34	35	36	37	38	39	40
Apaf1 inhib	19	12	-6	-18	-11	31	-4	10
SENP1 FRET inh	3	-1	1	1	1	2	-2	0
HKDC1 inhibitor	3	-1	-5	-4	-8	-8	2	5
SENP8 block-2	9	6	11	22	13	13	16	15
NALP3 yeast inh	5	16	-1	8	4	4	4	-58
SENP7 block	2	-5	4	9	2	7	-1	7
PfG6PD inh	-5	1	9	1	16	-1	12	1
SENP6 inh	-9	-4	2	-11	6	1	4	12
SENP8 block-1	0	-2	3	1	0	2	-4	-6

(41) CCc1ccc(NC(=O)NNC(=O)CCc2ccccc2)cc1
(42) Cc1ccccc1OCC(=O)Nc1ccc(N2CCN(S(C)(=O)=O)CC2)cc1
(43) COC(=O)/C(=C(O)\C=C\c1ccccc1[N+](=O)[O-])c1nc2ccccc2[nH]1
(44) CCc1c(C)nc2ncnn2c1N1CCC(C(=O)NCc2cccs2)CC1
(45) O=C(NC1CCC(O)CC1)c1cc(Cl)c2c(c1)OCCO2 (stereo unspecified)
(46) CC(C)(C)NC(=O)C(c1ccc(F)cc1)N(Cc1cccs1)C(=O)c1ccc(CN2CCOCC2)o1 (stereo unspecified)
(47) Cc1ccc(N(Cc2cc3cc(C)ccc3[nH]c2=O)C(=O)c2cccs2)cc1
(48) COC(=O)c1nnn(-c2nonc2N)c1-c1cccs1

compound no.	41	42	43	44	45	46	47	48
Apaf1 inhib	7	8	23	5	-6	8	34	3
SENP1 FRET inh	-1	0	-1	3	1	2	0	-1
HKDC1 inhibitor	-3	-1	-2	-14	-4	7	-5	3
SENP8 block-2	16	15	9	5	-3	20	-75	10
NALP3 yeast inh	-7	-6	45	6	12	1	-7	4
SENP7 block	4	-8	6	8	-4	-3	-2	3
PfG6PD inh	-5	4	-25	11	11	-3	4	15
SENP6 inh	6	-7	-11	0	-17	-8	-3	-11
SENP8 block-1	4	-1	11	7	0	-12	-2	2

(49) O=C(O)c1ccc(F)c(S(=O)(=O)Nc2ccccc2)c1
(50) COc1ccc(CC(=O)NCCN2CCCC2)cc1
(51) O=C(NC1CCCC1)c1cc2nc(-c3ccco3)cc(C(F)(F)F)n2n1
(52) Brc1ccc(-c2csc(Nc3nc(-c4ccc(Br)cc4)cs3)n2)cc1
(53) CCOC(=O)c1ccc(CSc2nncn2N)o1
(54) CCOc1cc(NC(=O)c2ccco2)c(OCC)cc1NC(=O)COc1ccccc1
(55) COc1ccccc1OCCC(=O)OCC(=O)NC(=O)NC(C)(C)C
(56) Cc1ccc(C(=O)NCCc2cccs2)cc1
(57) Cc1cc(C)nc(Nc2n[nH]c(Cc3ccccc3)n2)n1
(58) CC(C)c1cccc(C(C)C)c1NC(=O)COC(=O)[C@H](C)NC(N)=O

compound no.	49	50	51	52	53	54	55	56	57	58
Apaf1 inhib	-1	11	3	18	7	13	6	9	-14	-10
SENP1 FRET inh	0	0	-67	-5	3	0	4	1	/	3
HKDC1 inhibitor	0	-9	-3	0	-1	4	2	-5	/	-1
SENP8 block-2	0	28	-285	6	8	-42	20	2	/	0
NALP3 yeast inh	7	5	31	6	15	4	-3	19	0	-2
SENP7 block	6	-8	-6	2	7	-12	3	12	3	7
PfG6PD inh	-4	-16	-8	9	-16	15	-7	-10	/	10
SENP6 inh	2	-37	6	-10	4	-25	-1	-27	3	-7
SENP8 block-1	9	-2	5	-10	-1	3	3	5	-1	3

Random excerpt: seven entries already listed.
(54) CCOc1cc(NC(=O)c2ccco2)c(OCC)cc1NC(=O)COc1ccccc1
(56) Cc1ccc(C(=O)NCCc2cccs2)cc1
(53) CCOC(=O)c1ccc(CSc2nncn2N)o1
(55) COc1ccccc1OCCC(=O)OCC(=O)NC(=O)NC(C)(C)C
(52) Brc1ccc(-c2csc(Nc3nc(-c4ccc(Br)cc4)cs3)n2)cc1
(49) O=C(O)c1ccc(F)c(S(=O)(=O)Nc2ccccc2)c1
(57) Cc1cc(C)nc(Nc2n[nH]c(Cc3ccccc3)n2)n1

compound no.	54	56	53	55	52	49	57
Apaf1 inhib	13	9	7	6	18	-1	-14
SENP1 FRET inh	0	1	3	4	-5	0	/
HKDC1 inhibitor	4	-5	-1	2	0	0	/
SENP8 block-2	-42	2	8	20	6	0	/
NALP3 yeast inh	4	19	15	-3	6	7	0
SENP7 block	-12	12	7	3	2	6	3
PfG6PD inh	15	-10	-16	-7	9	-4	/
SENP6 inh	-25	-27	4	-1	-10	2	3
SENP8 block-1	3	5	-1	3	-10	9	-1
